# Assay outcomes (PubChem)
# MEX-5 binding – C. elegans MEX-5 TCR-2 RNA binding activity | Q9XUB2 | MEX-5/FITC-TCR2 RNA binding, fluorescence polarization; stronger effect = lower value | activity score (negative = inhibition of binding), % at 10 µM | 300,000 tested, 0.38% active | AID 1832;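 active = inhibition past about -25% in most replicates, and total fluorescence under double the plate's negative control median, limit read from the data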;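 also: 0% = DMSO and -100% = 5 µM competing unlabeled TCR2 RNA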
# Target sequence (Q9XUB2 whole entry, looked up): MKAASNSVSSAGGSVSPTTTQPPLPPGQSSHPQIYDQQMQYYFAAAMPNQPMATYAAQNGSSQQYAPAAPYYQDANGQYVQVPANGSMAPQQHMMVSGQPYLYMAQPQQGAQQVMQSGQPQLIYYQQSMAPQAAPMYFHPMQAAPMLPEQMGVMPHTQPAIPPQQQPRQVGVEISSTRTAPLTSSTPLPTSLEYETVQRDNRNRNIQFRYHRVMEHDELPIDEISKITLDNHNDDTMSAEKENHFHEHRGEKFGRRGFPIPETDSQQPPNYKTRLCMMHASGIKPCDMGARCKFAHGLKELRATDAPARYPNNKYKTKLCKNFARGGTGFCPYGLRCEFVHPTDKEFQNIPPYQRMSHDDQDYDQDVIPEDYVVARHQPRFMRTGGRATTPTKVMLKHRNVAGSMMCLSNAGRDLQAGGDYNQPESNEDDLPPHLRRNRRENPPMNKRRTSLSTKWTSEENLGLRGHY
# Efflux pump mplx – antifungal efflux pump inhibition, Nile Red retention | AID 485275 | 330,000 tested, 0.44% active | inhibition, % at 10 µM | S. cerevisiae Candida pump triplex;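 active = plate passing quality check with inhibition over a set limit, or well fluorescence over plate mean plus 4 SD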;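 also: Nile Red retained in pooled yeast measured as flow cytometry median fluorescence; 0% = buffer negative control and 100% = Enniatin B positive control; higher means more Nile Red kept so more efflux inhibition; some compounds called inactive have numbers as strong as hits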
# GLD-1 RNA inh – GLD-1-TGE RNA interaction inhibition (C. elegans) | purified GLD-1 + fluorescein TGE RNA, fluorescence polarization | inhibition, % at 5.96 µM | 320,000 tested, 0.44% active | AID 2280;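 active = percent inhibition above a per-plate cutoff, the plate mean of test compounds plus 3 SD, cut at about 30% in these data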;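 also: 0% = DMSO wells with GLD-1 and probe and 100% = wells lacking GLD-1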
# MCL1-BIM inh – inhibitors of human MCL1 binding to BIM-BH3 peptide. GST-MCL1 / FITC-Bim-BH3 fluorescence polarization. AID 2057. Q07820. 320,000 tested, 0.68% active. inhibition, % at 10.9 µM;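 active = inhibition above the mean inhibition of all tested compounds plus 3 SD, set per campaign, cut at about 40% in these data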;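 also: 0% = DMSO wells and 100% = unlabeled Bim-BH3 peptide control; higher means more loss of mP so more displacement of Bim peptide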
# GRK2 inh – blocks RNA aptamer binding to human GRK2 | P25098 | bead flow cytometry, FAM-aptamer displacement from GRK2 | inhibition of aptamer binding, % at 10 µM | 330,000 tested, 0.59% active | AID 488847;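 active = inhibition of aptamer binding above 40%, roughly 3 SD of noise, on plates passing a quality check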;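 also: median bead fluorescence of bound FAM aptamer so fluorescent compounds give negative values; no value below 0 was filed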
# Bcl-xL primary – Bcl-xL (human) inhibition; Q07817; GST-Bcl-xL / FITC-Bim BH3 peptide fluorescence polarization; inhibition, % at 10.9 µM; 320,000 tested, 0.7% active;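 active = inhibition above the mean of all tested compounds plus 3 SD, cutoff set per campaign, cut at about 30% in these data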;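 also: 0% = DMSO wells and 100% = unlabeled Bim-BH3 peptide competitor; inhibitors lower millipolarization by displacing the labeled peptide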
# Target sequence (Q07817 whole entry, looked up): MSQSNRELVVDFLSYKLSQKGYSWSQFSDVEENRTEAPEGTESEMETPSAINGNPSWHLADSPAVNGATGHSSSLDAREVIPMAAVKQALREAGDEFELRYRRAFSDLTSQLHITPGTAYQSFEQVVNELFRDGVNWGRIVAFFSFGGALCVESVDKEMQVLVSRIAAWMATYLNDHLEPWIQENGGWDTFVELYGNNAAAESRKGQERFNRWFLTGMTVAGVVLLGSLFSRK
# VLA-4 inh – inhibition in a human VLA-4 binding assay; P13612; VLA-4 expressing cells, ligand binding flow cytometry; inhibition, % (about 7 µM as worked out from the volumes in the protocol); 330,000 tested, 0.2% active; AID 2557; in the data active = inhibition above about 50%
# PME-1 primary – blocks human protein phosphatase methylesterase 1 | Q9Y570 | recombinant PME-1, FP-Rh probe fluorescence polarization | inhibition, % at 5.9 µM | 320,000 tested, 0.53% active | AID 2130;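 active = inhibition above the campaign mean of all compounds plus 3 SD, cut at about 26% in these data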;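 also: competitive labeling of PME-1 active site by serine hydrolase directed probe; 0% = PME-1 with DMSO and 100% = wells lacking PME-1 enzyme; inhibitors block probe labeling so polarization falls and inhibition rises; many of its hits are not listed in these tables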
# Target sequence (Q9Y570 whole entry, looked up): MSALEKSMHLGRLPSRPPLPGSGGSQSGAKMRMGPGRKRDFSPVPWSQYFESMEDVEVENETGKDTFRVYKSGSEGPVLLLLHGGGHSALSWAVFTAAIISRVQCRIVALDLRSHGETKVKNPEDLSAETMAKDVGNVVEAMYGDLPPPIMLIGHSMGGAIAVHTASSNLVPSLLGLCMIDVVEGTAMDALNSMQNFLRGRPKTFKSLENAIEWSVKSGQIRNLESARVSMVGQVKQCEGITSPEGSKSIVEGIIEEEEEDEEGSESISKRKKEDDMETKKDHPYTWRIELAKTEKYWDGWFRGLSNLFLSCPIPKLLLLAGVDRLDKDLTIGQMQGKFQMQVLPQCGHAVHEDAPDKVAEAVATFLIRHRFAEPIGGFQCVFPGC
# Fam108B inh – blocks mouse Fam108B hydrolase in RBBP9 counter-screen | 300,000 tested, 0.33% active | recombinant Fam108B, FP-Rh probe fluorescence polarization | AID 1947 | inhibition, % at 9.51 µM;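 active = inhibition above the screen mean inhibition plus 3 SD, computed separately per campaign, cut at about 18% in these data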;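 also: inhibitors lower polarization as less probe binds the enzyme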
# Numbers without * were called inactive; · = not tested or not shown.
SMILES,MEX-5 binding,Efflux pump mplx,GLD-1 RNA inh,MCL1-BIM inh,GRK2 inh,Bcl-xL primary,VLA-4 inh,PME-1 primary,Fam108B inh
Cc1ccccc1N(CC(=O)O)S(C)(=O)=O,0.0,0.0,4,-1,2,5,-2,-4,-6
Cc1cc(Cl)c2oc(C(=O)N3CCN(c4cccc(C)n4)CC3)c(C)c2c1,4.3,-0.1,1,-10,0,1,-16,-3,-1
COc1cc(OC)c(OC)cc1CN1CCN(c2ccccc2OC)CC1,1.3,0.1,8,3,0,-1,1,-6,3
CN(CC(=O)Nc1cccc(F)c1)C(=O)c1cn(-c2ccccc2)nc1-c1ccc(F)cc1,·,0.0,-1,-2,0,-1,24,0,·
COc1ccc(S(=O)(=O)NC(CC(=O)O)c2ccco2)cc1 (stereo not drawn),-2.2,-0.1,-1,13,5,10,4,0,0
CCO[C@H]1OC(C(=O)N2CCOCC2)=C[C@@H](c2coc3ccccc3c2=O)[C@@H]1CCCO,-3.1,0.0,2,-8,5,-5,19,-3,-1
CCCCOCCCNC(=O)CCCOc1ccccc1,0.0,0.1,9,-7,1,4,1,-2,-4
COc1cc(CN2CCNC(=O)C2CC(=O)N2CCCO2)cc(OC)c1 (stereo not drawn),-0.5,0.1,1,4,0,5,5,0,-1
COc1ccc2[nH]cc(/C=N/NS(=O)(=O)c3ccc(C)cc3)c2c1,-4.3,0.1,4,3,4,0,-4,14,5
C=CCSc1nnc(-c2nnc(SCC=C)n2-c2ccccc2)n1-c1ccccc1,-0.3,0.1,0,-4,0,-7,-8,7,4
c1ccc2c(C[C@@H]3CNCCN3CCC34CC5CC(CC(C5)C3)C4)cccc2c1,·,0.0,-2,·,0,·,-2,·,·
COC(=O)c1cc(C#N)c(Oc2cccc(C)c2C)nc1C,1.1,0.1,-2,2,0,0,32,-2,6
O=C(Cc1c(Cl)cccc1Cl)Nc1cccnc1,-1.1,0.2,-4,11,0,6,3,-1,4
Cn1cccc1C(=O)OCc1nc2ccccc2c(=O)[nH]1,·,0.5,-1,·,3,·,-5,·,·
COc1ccc(N2CCN(C(=O)c3cc4c(C)nc5ccccc5c4o3)CC2)cc1,-1.2,0.2,0,-1,0,1,11,4,-1
CCN(CC(=O)NCc1cccs1)C(=O)c1ccc(S(=O)(=O)N(C)C)cc1,-1.1,-0.1,1,4,0,7,1,3,0
CC(OC(=O)CNC(=O)c1ccc2ccccc2c1)C(=O)NC1CCCCC1C (stereo not drawn),-2.3,0.1,-2,-5,0,-4,-3,-8,1
Cc1ccc(C(=O)c2cnc3ccccc3c2-c2ccccc2)cc1,0.7,0.1,-4,10,0,3,-13,-2,-2
O=C(NC1CCCCC1)C(c1cccnc1)N(C(=O)c1csnn1)c1ccccc1F (stereo not drawn),-1.6,0.0,-2,3,3,3,-2,-4,1
NS(=O)(=O)c1ccc(CCNC(=O)CSc2ccsc2[N+](=O)[O-])cc1,-2.3,0.0,3,13,1,16,7,1,1
O=C(Nc1cc(S(=O)(=O)N2CCOCC2)ccc1Cl)c1ccncc1,·,-0.2,3,·,5,·,4,·,·
CC(C)n1ncc2c(C(=O)Nc3ccc(CC#N)cc3)cc(C3CC3)nc21,·,0.6,3,-3,0,-7,19,0,·
Cc1cccc2cc(CN(CC3CCCO3)C(=S)Nc3ccccc3)c(=O)[nH]c12 (stereo not drawn),0.9,-0.1,-1,14,0,2,-4,-3,4
C=CCSc1ncccc1C(=O)NCc1ccccc1,4.1,0.2,0,1,0,6,0,-1,0
C=CCc1ccccc1OCCn1nnc2ccccc21,-0.3,0.1,0,7,0,4,11,4,-1

# Five neighbouring entries already listed, for reference:
SMILES,MEX-5 binding,Efflux pump mplx,GLD-1 RNA inh,MCL1-BIM inh,GRK2 inh,Bcl-xL primary,VLA-4 inh,PME-1 primary,Fam108B inh
O=C(Nc1cc(S(=O)(=O)N2CCOCC2)ccc1Cl)c1ccncc1,·,-0.2,3,·,5,·,4,·,·
CC(C)n1ncc2c(C(=O)Nc3ccc(CC#N)cc3)cc(C3CC3)nc21,·,0.6,3,-3,0,-7,19,0,·
Cc1cccc2cc(CN(CC3CCCO3)C(=S)Nc3ccccc3)c(=O)[nH]c12 (stereo not drawn),0.9,-0.1,-1,14,0,2,-4,-3,4
C=CCSc1ncccc1C(=O)NCc1ccccc1,4.1,0.2,0,1,0,6,0,-1,0
C=CCc1ccccc1OCCn1nnc2ccccc21,-0.3,0.1,0,7,0,4,11,4,-1

# The list goes on.
SMILES,MEX-5 binding,Efflux pump mplx,GLD-1 RNA inh,MCL1-BIM inh,GRK2 inh,Bcl-xL primary,VLA-4 inh,PME-1 primary,Fam108B inh
O=c1cc(N/N=C/c2ccccc2)[nH]c(=O)[nH]1,-2.6,0.2,10,9,3,6,-4,2,-2
COc1ccc(C(=O)NC(=S)NNC(=O)c2ccncc2)cc1Br,·,-0.1,-5,8,12,3,7,5,·
CC(C)(O)c1cc(=O)sc2nc3ccccc3n12,-1.8,0.1,6,2,0,1,-5,0,-1
OCC1CCN(Cc2nc(Cc3ccccc3Cl)no2)CC1,1.8,-0.1,4,1,2,7,10,1,-4
CN(C)S(=O)(=O)c1ccc(NC(=O)C2CC(=O)N(Cc3ccccc3Cl)C2)cc1 (stereo not drawn),1.6,-0.1,0,-10,1,-1,1,-1,-1
CC1CCC(C(C)C)C(OCC(O)CNC(C)(C)C)C1 (stereo not drawn),1.7,-0.1,4,0,0,5,22,-1,-1
CCCCN(CCCC)CCNC(=O)CN1C(=O)COc2ccc(S(=O)(=O)N3CCOCC3)cc21,0.0,0.1,3,4,0,9,-18,-2,8
CCCCn1c(N)c(N(CCOC)C(=O)COC(=O)CCOc2ccccc2C)c(=O)[nH]c1=O,-1.1,-0.1,2,3,0,2,-1,-4,-2
O=C(Nc1cccc2ccccc12)N1CCN(Cc2ccccc2)CC1,-2.9,0.1,-3,-4,0,0,11,-4,-4
Cc1onc(-c2c(F)cccc2Cl)c1C(=O)Nc1cccc(S(=O)(=O)N2CCOCC2)c1,·,-0.3,4,·,0,·,-3,·,·
COc1cc(OC)cc(-c2nc(-c3cccs3)no2)c1,1.3,0.1,11,3,3,4,24,3,1
O=C(c1cc2cc(F)ccc2[nH]1)N1CCN(Cc2ccc3c(c2)OCO3)CC1,-0.9,0.1,6,-3,0,4,-21,0,0
N/C(=N\OC(=O)c1cnn(-c2ccccc2)c1C(F)(F)F)c1cc(C(F)(F)F)cc(C(F)(F)F)c1,-1.6,0.1,3,-5,0,-6,-2,0,-6
CC(C)NS(=O)(=O)c1ccc(CCC(=O)N2CCc3ccccc3C2)cc1,0.6,0.0,2,1,1,-1,1,7,2
COCC1CCN(C(=O)c2ccc(OC)c(OC3CCN(C(C)C)CC3)c2)CC1,-2.5,-0.3,·,·,0,·,-3,·,·
Cc1nc(C)c(C(=O)NNS(=O)(=O)c2ccccc2)s1,0.4,0.0,3,8,3,7,12,5,4
CCC1/C(=N\O)CC(c2ccco2)NC1c1ccco1 (stereo not drawn),-1.4,0.0,-1,4,5,6,-20,-11,-3
COc1ccc2c(CC(=O)OCC(=O)Nc3ccc4c(c3)OCO4)coc2c1,2.2,0.0,2,-2,2,1,-7,7,12
Cn1c(Cn2c3ccccc3c3ccccc32)n[nH]c1=S,-1.4,0.0,3,-16,2,-25,18,-2,-1
O=C(COC(=O)c1cc([N+](=O)[O-])ccc1N1CCOCC1)c1ccc(Br)cc1,3.3,0.1,8,-3,0,8,7,8,-2
O=C(CSc1nccc(=O)[nH]1)c1ccco1,-3.2,-0.1,16,24,5,12,2,4,2
O=[N+]([O-])c1cccc(C(=S)N2CCN(c3ccccc3)CC2)c1,0.1,-0.3,12,21,0,14,16,-5,1
O=C(Nc1ccc(F)cc1)N1CCCC(c2nc3c(nnn3Cc3ccccc3Cl)c(=O)[nH]2)C1 (stereo not drawn),2.1,0.0,-7,1,0,9,-4,18,2
C(=Nc1cccc2c(N=Cc3ccco3)cccc12)c1ccco1,-3.2,-0.1,43*,76*,0,82*,-6,6,10
Cc1ccc(NC(=O)Cn2nnc3ccccc32)cc1,2.4,0.0,-5,1,0,0,-2,-1,2
# The list continues.
SMILES,MEX-5 binding,Efflux pump mplx,GLD-1 RNA inh,MCL1-BIM inh,GRK2 inh,Bcl-xL primary,VLA-4 inh,PME-1 primary,Fam108B inh
O=c1ccc(-c2ccccc2)nn1Cc1ccccc1F,-1.0,0.0,·,·,2,·,3,·,·
CC(=O)N1CCN(C(=O)CSc2nnc(C)n2-c2ccccc2)CC1,-1.9,0.0,-3,-2,2,0,12,1,-1
Cc1cc2cc3c(cc2nc1SCC(=O)Nc1nc(C)c(C)s1)OCO3,2.6,0.0,-19,7,2,26,2,-5,-7
CCCc1cc(=O)oc2c(C)c(OCC(=O)Nc3ccc(CN4CCOCC4)cc3)ccc12,-0.2,0.0,-3,7,0,10,3,-4,-1
O=[N+]([O-])c1cc(/C=N/OCc2c(Cl)cccc2Cl)ccc1N1CCOCC1,0.7,-0.1,4,-1,0,-2,-6,6,1
COC(=O)c1c(NC(=O)CSc2nnc(-c3ccco3)n2Cc2ccccc2)sc(C)c1C,·,-0.2,0,-3,0,-4,-4,0,-8
CCN(CC)C(=O)c1ccc(COc2ccc(Cl)c(C)c2)o1,-0.5,-0.1,0,8,0,7,3,0,1
CCc1ccc(N2CC(C(=O)Nc3ccccc3F)CC2=O)cc1 (stereo not drawn),·,0.1,9,-5,3,-3,-6,3,-3
Brc1ccc(-c2nc3ncccn3c2NC2CCCCC2)o1,2.6,0.2,7,8,0,6,-13,-4,1
CSCC(NS(=O)(=O)c1ccc(C)cc1)C(=O)O (stereo not drawn),1.7,0.0,-10,7,0,7,-2,0,-3
Cc1ccc(C(=O)NNc2ncnc3c2cnn3C)cc1,-17,0.0,-1,8,2,0,4,-2,-1
CCN(CC)Cc1cc(NC2=NS(=O)(=O)c3ccccc32)ccc1OC(=O)C(C)C,-1.2,-0.1,4,10,1,8,7,0,1
CCNc1nc(Cl)nc(NCCOc2ccc(C)cc2)n1,-0.2,0.1,0,-4,1,-1,8,-5,-1
CCC(SC1=NCCS1)C(=O)Nc1ccc(S(N)(=O)=O)cc1 (stereo not drawn),-0.1,-0.2,-1,4,0,0,12,0,-6
CC(=O)Nc1c(C(=O)C2CC2)oc2ccccc12,-0.7,-0.3,3,5,5,-1,-8,1,-1
COc1ccc2c(c1OC)C(=O)N(c1nccs1)C2,-0.8,0.1,-5,3,0,-1,13,2,3
CCCNC(=O)C1CCC(CNS(=O)(=O)c2ccc3c(c2)CC(C)N3C(C)=O)CC1 (stereo not drawn),1.5,-0.1,-5,-2,2,-3,6,-5,-6

# An excerpt from above in order of their number in MCL1-BIM inh, ascending:
canonical_smiles	MCL1-BIM inh
CCc1ccc(N2CC(C(=O)Nc3ccccc3F)CC2=O)cc1 (stereo not drawn)	-5
O=[N+]([O-])c1cc(/C=N/OCc2c(Cl)cccc2Cl)ccc1N1CCOCC1	-1
CC(=O)Nc1c(C(=O)C2CC2)oc2ccccc12	5
Cc1cc2cc3c(cc2nc1SCC(=O)Nc1nc(C)c(C)s1)OCO3	7

# Only part of the results is shown; count on the stated rates, not on these rows.
